AGP1-GFP MLPCN: yeast TOR pathway AGP1-GFP modulation. GFP response vs DMSO, % at 10 µM. AID 2066. 0.02% of 320,000 active. S. cerevisiae AGP1-GFP multiplex flow cytometry, 3 h; GFP as percent of DMSO wells;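 active = GFP response relative to DMSO above a set limit, near screen average plus 3 SD, cut at about 150% in these data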;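 note: median GFP channel fluorescence of the gated AGP1 strain per well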
MEP2-GFP yeast: alters MEP2-GFP fluorescence in TOR pathway yeast screen | S. cerevisiae MEP2-GFP strain, flow cytometry GFP, 3 h; 100% = DMSO control level | GFP response vs DMSO, % at 10 µM | 0.51% of 330,000 active | AID 2016;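 active = GFP response versus DMSO above a set limit, roughly screen mean plus 3 SD, cut at about 180% in these data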;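 note: median GFP fluorescence of the barcode-gated MEP2-GFP cells per well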
LAP4 TOR yeast: yeast TOR pathway LAP4-GFP modulation | GFP response vs DMSO, % at 10 µM | 0.34% of 320,000 active | S. cerevisiae LAP4-GFP multiplex, flow cytometry GFP, 3 h; median GFP as percent of DMSO wells | AID 2023;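 active = GFP response vs DMSO above a set limit, about the screen mean plus 3 SD, cut at about 150% in these data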
Yeast superoxide: yeast age-related superoxide inhibition as caloric restriction mimetic; S. cerevisiae aged cells, superoxide DHE fluorescence; active compounds read low; superoxide response (% of plate mean), % at 10 µM; 0.18% of 330,000 active; AID 2690;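 active = superoxide response under a set limit, about three screen SD below normal, cut at about 65% in these data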;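 note: yeast aged for seven days with compound at 30 °C before DHE staining; 100% = average MFI of all compound-treated wells on the plate with controls excluded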
CIT2 TOR yeast: yeast TOR pathway CIT2-GFP modulation; GFP response vs DMSO, % at 10 µM; 0.065% of 320,000 active; S. cerevisiae CIT2-GFP strain, flow cytometry, 3 h; 100 means same as DMSO wells; AID 2029;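 active = GFP response relative to DMSO above a set limit, near the screen mean plus 3 SD, cut at about 150% in these data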;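 note: ratio of well median GFP fluorescence to mean of DMSO wells on the plate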
RPL19A TOR yeast: modulators of TOR pathway RPL19A-GFP in S. cerevisiae. 0.3% of 330,000 active. S. cerevisiae RPL19A-GFP strain, flow cytometry, 3 h; active compounds read low. AID 2025. percent response vs DMSO, % at 10 µM;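 active = percent response vs DMSO below 50%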;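 note: median channel GFP fluorescence of the barcoded RPL19A-GFP strain; ratio of sample median GFP to plate DMSO average so 100% = DMSO; lower means less RPL19A-GFP as with rapamycin TOR inhibition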
Efflux pump mplx: inhibitors of Candida antifungal efflux pumps expressed in yeast; S. cerevisiae Candida pump triplex, Nile Red efflux; inhibition, % at 10 µM; 0.44% of 330,000 active; AID 485275;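 active = plate passing quality check with inhibition over a set limit, or well fluorescence over plate mean plus 4 SD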;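 note: Nile Red retained in pooled yeast measured as flow cytometry median fluorescence; 0% = buffer negative control and 100% = Enniatin B positive control; higher means more Nile Red kept so more efflux inhibition; some compounds called inactive have numbers as strong as hits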
AHR act: activators of human aryl hydrocarbon receptor | P35869 | 2.5% of 320,000 active | AID 2796 | activation, % at 5 µM | AHR-responsive luciferase reporter cells, luminescence; in the data active = activation above about 47%;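 note: 0% = vehicle wells and 100% = reference agonist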
Target sequence (P35869 whole entry, looked up): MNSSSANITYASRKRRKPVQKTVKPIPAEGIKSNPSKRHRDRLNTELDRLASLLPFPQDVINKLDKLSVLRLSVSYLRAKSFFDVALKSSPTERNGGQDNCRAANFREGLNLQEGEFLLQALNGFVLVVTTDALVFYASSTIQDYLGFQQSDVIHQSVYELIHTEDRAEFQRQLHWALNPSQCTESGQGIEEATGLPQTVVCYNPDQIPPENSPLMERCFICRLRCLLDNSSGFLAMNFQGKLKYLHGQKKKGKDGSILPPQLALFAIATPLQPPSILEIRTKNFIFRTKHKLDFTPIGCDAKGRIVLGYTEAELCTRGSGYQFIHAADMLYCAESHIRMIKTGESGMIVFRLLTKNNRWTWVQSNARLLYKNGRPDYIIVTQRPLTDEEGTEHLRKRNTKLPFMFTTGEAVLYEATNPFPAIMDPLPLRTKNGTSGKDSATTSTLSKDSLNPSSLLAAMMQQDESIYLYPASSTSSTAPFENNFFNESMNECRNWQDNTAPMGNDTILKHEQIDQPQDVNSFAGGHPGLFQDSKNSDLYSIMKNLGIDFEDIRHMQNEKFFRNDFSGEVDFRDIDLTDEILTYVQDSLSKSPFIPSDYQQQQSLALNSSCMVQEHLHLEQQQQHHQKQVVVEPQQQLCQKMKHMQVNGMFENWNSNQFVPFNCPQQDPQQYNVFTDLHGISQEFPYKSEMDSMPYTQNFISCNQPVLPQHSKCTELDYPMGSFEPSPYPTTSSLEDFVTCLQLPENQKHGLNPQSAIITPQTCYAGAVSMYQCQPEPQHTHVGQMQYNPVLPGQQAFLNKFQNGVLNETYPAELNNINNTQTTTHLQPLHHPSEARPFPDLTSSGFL
The depositor's hits bear a star; · = not tested or not shown.

#1 C=CCN1C(=O)C(CC(=O)NCC)SC1=Nc1cc(Cl)ccc1Cl (configuration not stated)
#2 COc1ccc(C(=O)Nc2ccccc2)cc1S(=O)(=O)Nc1cc(C)on1
#3 O=C(N/N=C/c1coc2ccccc2c1=O)c1ccccc1
#4 O=C(NC(=S)Nc1ccc(CN2CCOCC2)cc1)c1ccc(-c2cccc(Cl)c2)o1
#5 CC(C)(CO)NC(=O)Nc1ccc(Cl)c(Cl)c1
#6 CCOC(=O)c1csc(-c2ccc3c(c2)CCO3)n1

entry no.	1	2	3	4	5	6
LAP4 TOR yeast	83	·	86	104	110	104
CIT2 TOR yeast	109	87	94	76	101	88
RPL19A TOR yeast	106	95	96	87	96	92
AHR act	1	2	4	90*	10	2
Yeast superoxide	108	94	93	96	100	116
AGP1-GFP MLPCN	94	99	89	94	107	87
MEP2-GFP yeast	106	101	87	82	107	94
Efflux pump mplx	-0.2	-0.4	-0.1	-0.1	0.0	0.1

3 compounds already listed, ordered by the number in AHR act, smallest number first:
nr	structure	AHR act
2	COc1ccc(C(=O)Nc2ccccc2)cc1S(=O)(=O)Nc1cc(C)on1	2
3	O=C(N/N=C/c1coc2ccccc2c1=O)c1ccccc1	4
5	CC(C)(CO)NC(=O)Nc1ccc(Cl)c(Cl)c1	10

(listing goes on)
#7 C=C1C(=O)O[C@@H]2C[C@@H](C)[C@@H]3C=CC(=O)[C@@]3(C)[C@@H](OC(C)=O)[C@H]12
#8 COc1ccc(OC)c(N/C(C)=C/C(=O)c2ccccc2)c1
#9 COCCNC(=O)c1cc(-c2ccncc2)nc2ccc(S(=O)(=O)N3CCOCC3)cc12
#10 CCC1=Nc2cc(C(=O)O)ccc2Sc2ccc(Cl)cc21
#11 C=CCn1c(C(C)NC(=O)C(C)(C)C)nc2ccccc21 (configuration not stated)
#12 CCOC(=O)c1cn(-c2c(C)n(C)n(-c3ccccc3)c2=O)c2c(F)c(F)c(F)cc2c1=O

entry no.	7	8	9	10	11	12
LAP4 TOR yeast	117	91	105	111	93	113
CIT2 TOR yeast	114	96	101	97	96	95
RPL19A TOR yeast	102	102	98	103	95	102
AHR act	81*	9	0	0	0	-2
Yeast superoxide	102	98	102	127	93	102
AGP1-GFP MLPCN	95	96	101	106	101	107
MEP2-GFP yeast	97	100	94	112	95	103
Efflux pump mplx	-0.1	-0.1	-0.1	0.2	-0.1	0.0

Next part, starting with the last three of the part before.
#10 CCC1=Nc2cc(C(=O)O)ccc2Sc2ccc(Cl)cc21
#11 C=CCn1c(C(C)NC(=O)C(C)(C)C)nc2ccccc21 (configuration not stated)
#12 CCOC(=O)c1cn(-c2c(C)n(C)n(-c3ccccc3)c2=O)c2c(F)c(F)c(F)cc2c1=O
#13 Cn1ncc(Br)c1C(=O)N1CCCC1
#14 COc1ccccc1N(CC(=O)N1CCc2ccccc2C1)S(C)(=O)=O
#15 CCC(=O)Nc1nc(CC(=O)Nc2ccccc2)cs1
#16 Cc1ccc(C(=O)N2CCN(c3ccc(NC(=S)NC(=O)Cc4ccccc4)cc3)CC2)cc1
#17 O=C(O)c1ccc(Cn2cnc3scc(-c4ccccc4)c3c2=O)cc1
#18 COc1cccc(CNC(=O)CC(NC(C)=O)c2ccccc2)c1 (configuration not stated)

entry no.	10	11	12	13	14	15	16	17	18
LAP4 TOR yeast	111	93	113	106	108	93	98	110	99
CIT2 TOR yeast	97	96	95	97	111	99	113	107	91
RPL19A TOR yeast	103	95	102	94	106	96	100	112	96
AHR act	0	0	-2	-2	-1	8	1	-2	-1
Yeast superoxide	127	93	102	102	95	98	90	103	84
AGP1-GFP MLPCN	106	101	107	99	107	107	75	105	101
MEP2-GFP yeast	112	95	103	95	106	102	102	105	101
Efflux pump mplx	0.2	-0.1	0.0	0.2	0.0	-0.2	0.0	0.0	0.0

#19 COc1ccccc1-c1ccc(SCc2cccc(C)c2)nn1
#20 Cn1c(-c2ccccn2)[n+](C)c2ccccc21
#21 CCCN(CC1CC1)C(=O)COC(=O)c1oc2c(F)cccc2c1C
#22 CN(C(=O)COC(=O)C1CCN(S(=O)(=O)c2ccc3c(c2)OCCO3)CC1)C1CCCCC1
#23 OCc1c[nH]c2ccccc12
#24 Cc1c(NS(=O)(=O)c2cc(NC(=O)CCN3CCCC(C)C3)ccc2Cl)c(=O)n(-c2ccccc2)n1C (configuration not stated)

entry no.	19	20	21	22	23	24
LAP4 TOR yeast	124	103	101	108	101	110
CIT2 TOR yeast	83	106	95	103	95	128
RPL19A TOR yeast	96	114	98	95	103	104
AHR act	-6	1	2	2	53*	-2
Yeast superoxide	110	95	91	116	98	107
AGP1-GFP MLPCN	97	104	102	108	99	86
MEP2-GFP yeast	105	108	104	99	92	134
Efflux pump mplx	0.0	-0.1	0.0	0.0	0.0	-0.1

#25 CC(C)(C)SCCNC(=O)CN1C(=O)c2cccc3cccc1c23
#26 OCCN(CC#CC(O)(c1ccccc1)C1CCCCC1)CCO (configuration not stated)
#27 CCOc1ccc(N2CC(C(=O)N3CCc4ccccc4C3)CC2=O)cc1 (configuration not stated)
#28 CNC(=O)NC(=O)C(C)N1CCN(C/C=C/c2ccccc2)CC1 (configuration not stated)
#29 C=CCn1c(SCCN2CCOCC2)nc2c1c(=O)[nH]c(=O)n2C
#30 CCCCNC(=O)CCC(=O)Nc1ccc2nc(N3CCCCC3)cc(C)c2c1

entry no.	25	26	27	28	29	30
LAP4 TOR yeast	82	95	101	89	98	119
CIT2 TOR yeast	97	110	101	96	·	131
RPL19A TOR yeast	102	110	95	100	102	100
AHR act	-1	-1	-3	2	1	23
Yeast superoxide	106	94	103	92	100	102
AGP1-GFP MLPCN	99	105	99	98	104	105
MEP2-GFP yeast	93	108	97	98	96	113
Efflux pump mplx	0.1	0.0	-0.1	0.0	-0.1	0.0

#31 Cc1cc(C(=O)CSc2nc3ccc(Cl)cc3[nH]2)c(C)n1C
#32 O=c1[nH]c2c(c3c1CCCC3)CCCC2
#33 CC(=O)N/C(=N\c1nc(C)cc(C)n1)Nc1ccc2ccccc2c1
#34 COc1cccc(-c2cc(C(=O)N3N=C(C)CC3(O)C(F)F)c3ccccc3n2)c1 (configuration not stated)
#35 CCOCCCNC(=O)/C=C1\Sc2ccccc2N(Cc2ccccc2F)C1=O
#36 CCCn1c(C(Cc2ccccc2)NC(=O)COC)nc2ccccc21 (configuration not stated)

entry no.	31	32	33	34	35	36
LAP4 TOR yeast	120	99	89	92	107	104
CIT2 TOR yeast	99	100	97	86	105	103
RPL19A TOR yeast	103	98	104	95	96	105
AHR act	79*	9	23	14	-1	3
Yeast superoxide	96	86	101	91	105	104
AGP1-GFP MLPCN	104	101	96	82	101	107
MEP2-GFP yeast	100	103	103	93	97	102
Efflux pump mplx	-0.2	-0.1	-0.1	0.1	0.1	-0.1

#37 Cc1c(C(=O)N2CCCCC2CCN2CCCC2=O)oc2c(F)cccc12 (configuration not stated)
#38 CCOC(=O)CSC1=C(C#N)C(c2ccc(OC)cc2)C2=C(CC(C)(C)CC2=O)N1 (configuration not stated)
#39 Cc1ccccc1NC(=O)CSc1nnc(-c2ccoc2C)n1CCc1ccccc1
#40 CC(C(=O)OCC(=O)Nc1ccc(S(=O)(=O)N2CCCCC2)cc1)N1C(=O)c2ccccc2C1=O (configuration not stated)
#41 CC1Cc2ccccc2N1C(=O)COc1cccc(-n2cnnn2)c1 (configuration not stated)
#42 N#Cc1ccc(S(=O)(=O)NCC(=O)OCC(=O)NCCc2ccccc2)cc1

entry no.	37	38	39	40	41	42
LAP4 TOR yeast	99	99	75	90	95	98
CIT2 TOR yeast	93	90	90	90	95	96
RPL19A TOR yeast	103	100	93	95	99	99
AHR act	6	4	15	4	-4	35
Yeast superoxide	86	127	111	97	100	97
AGP1-GFP MLPCN	97	95	·	91	104	98
MEP2-GFP yeast	96	91	87	92	100	95
Efflux pump mplx	0.2	0.1	0.2	0.3	-0.2	0.0

#43 Cc1nnc(-c2ccccc2)nc1N(C)C
#44 Cc1csc(=S)n1-c1ccccc1
#45 Nc1nc(SCC(=O)N2CCCc3ccccc32)n(-c2ccccc2)n1
#46 CCCCCCCC[n+]1cccc2c3ccccc3ccc21
#47 O=C(CN1CCN(c2ccc(O)cc2)CC1)Nc1ccc2c(c1)OCCO2
#48 O=C(N/N=C/C=N/NC(=O)c1ccco1)c1ccco1

entry no.	43	44	45	46	47	48
LAP4 TOR yeast	94	106	95	89	98	73
CIT2 TOR yeast	94	110	99	93	97	104
RPL19A TOR yeast	94	103	102	99	105	107
AHR act	15	1	16	1	2	2
Yeast superoxide	76	94	96	121	89	87
AGP1-GFP MLPCN	97	106	101	98	94	99
MEP2-GFP yeast	100	113	99	102	97	95
Efflux pump mplx	0.0	0.1	0.0	0.1	0.2	0.0

#49 CN(C)CC1CCCCC1OC(=O)c1ccc(Br)cc1 (configuration not stated)
#50 O=C(CCc1nnc(-c2ccccc2)o1)c1ccc(Cl)cc1
#51 CN1CCN(CCCNC(=O)c2ccc(CS(=O)(=O)c3ccc(Br)cc3)o2)CC1
#52 O=C(Cn1nc(C(=O)O)c2ccccc2c1=O)c1cc(F)ccc1F
#53 CCCc1cc(=O)[nH]c(/N=C(/NC(=O)c2ccccc2)Nc2ccc3c(c2)OCCO3)n1
#54 O=C(NC1=NCCS1)c1ccc(OCC2CCCO2)cc1 (configuration not stated)

entry no.	49	50	51	52	53	54
LAP4 TOR yeast	103	110	98	95	93	112
CIT2 TOR yeast	90	96	106	88	108	102
RPL19A TOR yeast	99	98	100	98	99	94
AHR act	4	-1	81*	-1	5	15
Yeast superoxide	118	96	101	89	92	102
AGP1-GFP MLPCN	97	102	104	97	100	109
MEP2-GFP yeast	104	98	95	98	98	116
Efflux pump mplx	0.1	-0.1	-0.3	0.1	0.0	0.1

#55 CC(C)(C)N(Cc1ccccc1)C(=O)COC(=O)CSc1ccc([N+](=O)[O-])cc1
#56 COc1ccc(NC(=O)NCCCCc2ccccc2)cc1OC
#57 CN(C)c1ccc(/C=C2\N=C(C(C)(C)C)OC2=O)cc1
#58 CC(Oc1ccc([N+](=O)[O-])cc1)C(=O)NCCCN1CCOCC1 (configuration not stated)

entry no.	55	56	57	58
LAP4 TOR yeast	106	92	99	82
CIT2 TOR yeast	95	102	101	86
RPL19A TOR yeast	93	101	95	95
AHR act	1	19	3	2
Yeast superoxide	92	97	77	101
AGP1-GFP MLPCN	93	92	96	85
MEP2-GFP yeast	107	105	110	91
Efflux pump mplx	-0.1	0.1	0.0	-0.1

Screens (PubChem)

Not a hit list. About 3.9% of those tested had a hit in this group.
